High-throughput results: PubChem, National Center for Advancing Translational Sciences (NCATS)
aSyn rescue: qHTS of alpha-syn Inhibitors; 0.14% of 370,000 active; Yeast expressing alpha-synuclein, growth rescue, BacTiter-Glo, 24 h; Potency, µM (doses to about 46.1 µM), without a hit: top-dose growth rescue (activation), actives largely listed as activators; further: potency means the concentration at half of the fitted maximal effect; % of control where 0% means no effect; nearly all actives have a fitted effect of over 65% in size
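Rescue of yeast growth: cells expressing toxic alpha-synuclein, induced in galactose at OD600 0.02, incubated with compound 24 h at 30 C. ATP luminescence quantified growth; inhibitors of toxicity appear as activators.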
EPAC2 antag: qHTS for Antagonist of cAMP-regulated guanine nucleotide exchange factor 2 (EPAC2): primary screen. EPAC2 GEF exchange of Rap1B-BODIPY-GDP, fluorescence. Potency, µM (highest dose often 114 µM), inactives show top-dose activity, negative = inhibition, most hits filed as inhibitors. 0.18% of 360,000 active. AID 720708, 2013; further: potency means the concentration at half of the fitted maximal effect; on the % scale 0 is the no-effect control and ±100 the full control effect; nearly all actives have a fitted effect of over 45% in size; many of its hits are not listed in these tables
Target sequence (Q8WZA2 whole entry, looked up): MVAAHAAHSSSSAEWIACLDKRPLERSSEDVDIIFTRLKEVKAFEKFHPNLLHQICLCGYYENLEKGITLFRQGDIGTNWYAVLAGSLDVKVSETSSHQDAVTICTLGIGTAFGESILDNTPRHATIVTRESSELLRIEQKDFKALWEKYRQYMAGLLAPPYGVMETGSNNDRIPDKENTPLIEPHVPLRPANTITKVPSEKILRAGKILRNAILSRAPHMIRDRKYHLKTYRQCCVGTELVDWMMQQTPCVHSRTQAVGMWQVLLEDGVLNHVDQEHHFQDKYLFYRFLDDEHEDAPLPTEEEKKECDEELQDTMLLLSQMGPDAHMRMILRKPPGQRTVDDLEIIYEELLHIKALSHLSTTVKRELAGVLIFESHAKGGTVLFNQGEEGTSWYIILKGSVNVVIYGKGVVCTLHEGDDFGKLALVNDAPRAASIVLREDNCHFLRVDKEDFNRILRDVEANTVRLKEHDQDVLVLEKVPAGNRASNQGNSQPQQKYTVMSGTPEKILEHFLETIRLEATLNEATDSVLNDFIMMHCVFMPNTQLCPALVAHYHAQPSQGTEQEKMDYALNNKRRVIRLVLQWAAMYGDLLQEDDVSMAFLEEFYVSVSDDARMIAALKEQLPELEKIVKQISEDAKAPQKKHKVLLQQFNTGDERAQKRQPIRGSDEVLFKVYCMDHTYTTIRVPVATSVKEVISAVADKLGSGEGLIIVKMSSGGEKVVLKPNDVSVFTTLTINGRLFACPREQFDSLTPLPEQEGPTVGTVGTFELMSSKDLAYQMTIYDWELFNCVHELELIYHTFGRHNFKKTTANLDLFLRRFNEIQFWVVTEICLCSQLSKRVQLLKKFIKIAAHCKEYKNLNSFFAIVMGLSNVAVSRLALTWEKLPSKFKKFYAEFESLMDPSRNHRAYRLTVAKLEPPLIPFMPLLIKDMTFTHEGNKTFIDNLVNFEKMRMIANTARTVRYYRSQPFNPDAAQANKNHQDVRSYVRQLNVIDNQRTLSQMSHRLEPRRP
TDP-43 yeast inh: qHTS of TDP-43 Inhibitors. TDP-43 expressing yeast growth rescue, BacTiter-Glo, 24 h. Potency, µM (series often up to 46.1 µM), without a hit: at the highest dose growth rescue (activation), hits mostly activators. 1.8% of 410,000 active. AID 652104, 2013; further: potency means the concentration at half of the fitted maximal effect; % of control where 0% means no effect; nearly all actives have a fitted effect of over 50% in size
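Luminescence from BacTiter-Glo reports growth of TDP-43-expressing yeast after 24 hr at 30 deg C with compound. Cells were raffinose-pregrown to mid-log, then seeded in galactose medium at OD600=0.02.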
Abeta yeast res: qHTS for compounds that reverse cellular toxicity of Amyloid beta (A-beta) peptide in yeast: Primary Screen; Potency, µM (doses to about 46.1 µM), inactives show at the top dose growth rescue, most hits filed as activators; AID 1347071, 2019; 0.063% of 410,000 active; yeast expressing A-beta42, growth rescue, OD600, 48 h; response scale: 0% DMSO, 100% iron-clioquinol control; further: potency means the concentration at half of the fitted maximal effect; nearly all actives have a fitted effect of over 55% in size
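Yeast growth medium received pinned compounds, then yeast cells expressing toxic A-beta were added; plates incubated at 30 C for 48 hr. Growth read as absorbance at 600 nm, normalized to DMSO and equimolar FeCl3 plus clioquinol controls.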
FUS yeast rescue: qHTS for Suppressors of FUS Proteinopathy: Primary screen using FUS-linked yeast assay; S. cerevisiae FUS-expressing, growth rescue, OD600, 24 h; Potency, µM (highest dose often 76.6 µM), inactives show at the top dose growth rescue (activation), usual class: activators; 0.24% of 390,000 active;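 further: potency means the concentration at half of the fitted maximal effect; plate controls were DMSO vehicle for no effect and reference control for full effect; nearly all actives have a fitted effect of over 55% in size; some results filed as inactive show a strong effect at the top dose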
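Quantitative HTS measuring growth restoration of FUS-toxic yeast. Galactose-induced cells (OD 0.005) were exposed 24hr at 30C to compounds at several concentrations, then absorbance at 600 nm was recorded.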
EPAC2 agonist: qHTS for Agonist of cAMP-regulated guanine nucleotide exchange factor 4 (EPAC2): primary screen; Rap guanine nucleotide exchange factor 4 (Homo sapiens), Q8WZA2; EPAC2 activation, biochemical qHTS; response scale: 100% = 6.5 mM cAMP response; Potency, µM (top dose mostly 154 µM), without a hit: at the top dose activation, usual class: activators; 0.079% of 360,000 active; AID 720711, 2013; further: potency means the concentration at half of the fitted maximal effect; nearly all actives have a fitted effect of over 50% in size
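Readout is BODIPY fluorescence (480 nm excitation, 540 nm emission), which falls as labeled GDP is exchanged off Rap1B. EPAC2 at 100 nM acted on 250 nM RAP1B-BODIPY-GDP with 50 uM GDP present.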
D3 antag: qHTS of D3 Dopamine Receptor Antagonist: qHTS. D3R cells, DiscoveRx beta-arrestin luminescence, antagonist mode; stronger effect = lower value. max response, negative = inhibition, %. 2.5% of 360,000 active; in the data active means max response below about -50%; inconclusive means no clear call, values can overlap the other calls; further: on the % scale 0 is the no-effect control and ±100 the full control effect; mostly tested at two doses, the higher about 12 µM
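Cells expressing the human receptor were seeded at 1500 cells/well, incubated overnight at 37 degrees C in 5% CO2, then exposed to library compounds with dopamine controls for 90 minutes at 37 degrees C before luminescent detection.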
DRD3 agonist: qHTS of D3 Dopamine Receptor Agonist: qHTS. D(3) dopamine receptor (Homo sapiens), P35462. D3R DiscoveRx beta-arrestin cells, luminescence, 90 min. max activation, %. 0.58% of 410,000 active; in the data active means max activation above about 30%; further: 0% is about no effect; mostly tested at two doses, the higher about 12 µM
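Agonist-mode cell screen: cells plated at 1500/well and incubated overnight at 37 °C, then exposed to library compounds for 90 min at 37 °C. Detection reagent was added for 30–60 min at room temperature, and luminescence was read.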
* = called active by the depositor; ? = inconclusive; . = not tested or not shown; [ ] = dose if it differs, or a comment. Unless noted, the call rests on the fitted dose curve; in most records, active means well fitted curve in the direction sought with a large enough effect; inconclusive means small, poorly fitted or top-dose-only effect, or another doubt; inactive means no such curve, though single readings can be large; an effect the other way counts as inactive or inconclusive. Some of the compounds tested; rates above refer to the full screens.

SMILES	aSyn rescue	EPAC2 antag	TDP-43 yeast inh	Abeta yeast res	FUS yeast rescue	EPAC2 agonist	D3 antag	DRD3 agonist
C[C@@H]1CN([C@H](C)CO)C(=O)c2c(c3ccccc3n2C)-c2ccccc2CO[C@@H]1CN(C)C(=O)Nc1ccc2c(c1)OCO2	1%	-21%	5%	1%	44%	-8%	-2	3
CC1(c2nnnn2-c2ccc3c(c2)OCCO3)CCC(=O)N1CCc1ccc(O)cc1 (stereo not given)	-1%	7%	17%	0%	7%	11%	0	-4
O=C(CC1(O)C(=O)Nc2ccccc21)c1cccnc1 (stereo not given)	-5%	2%	-14%	9%	-5%	6%	-8	-4
O=C(NNC(=O)c1ccc([N+](=O)[O-])cc1)NC1CCCCC1	-10%	-2%	-4%	-1%	1%	2%	-30	-13
CC(C)(C)OC(=O)C[C@H]1C/C=C\C[C@@H](CC(=O)N(CCO)Cc2ccccc2)C(=O)N[C@H](C(C)(C)C)COC1=O	-2%	-9%	20%	5%	?	-3%	24	-2
Cc1c(C(=O)c2cccc(F)c2)c2ccccn2c1CCC#N	12%	-19%	0%	8%	21%	-1%	2	-4
CCOC(=O)c1ccc(NC(=O)CC2C(=O)N(c3ccccc3)C(=O)N2CCCOC)cc1 (stereo not given)	6%	0%	-15%	6%	27%	-6%	8	3
CC(c1ccccc1F)n1cc(C(=O)NCCCn2ccnc2)nn1 (stereo not given)	0%	-2%	10%	2%	3%	8%	19	-6
CCN(CC)c1ccc(NC(=O)COc2ccc(N(C)S(=O)(=O)c3cccs3)cc2)cc1	0%	10%	10%	9%	19%	2%	-15	1
CCC(C)(C)NC(=O)C(c1cccn1C)N(C(=O)Cn1nnc2ccccc21)c1ccc(OC)cc1OC (stereo not given)	-6%	12%	-8%	-4%	38%	10%	-18	-6
CC(C#N)Sc1nnc(-c2ccccc2F)n1C1CC1 (stereo not given)	-3%	18%	-20%	-14%	31%	13%	-9	-8
Cc1sc2ncnc(Nc3ccc(N4CCOCC4)cc3)c2c1-c1ccccc1	-12%	10%	8%	-3%	-14%	2%	26	2
COc1cc(C)c(C)cc1S(=O)(=O)n1c(C)nc2ccccc21	5%	3%	-11%	-10%	-9%	-3%	-1	-2
Cn1c(SCc2n[nH]c(=S)o2)nnc1-c1ccccc1	0%	8%	11%	-3%	.	5%	1	6
COc1ccc(-c2cccc(NS(=O)(=O)c3cc([N+](=O)[O-])c(C)c([N+](=O)[O-])c3)c2)nn1	6%	-8%	4%	10%	15%	5%	4	5
CC(C)CCNC(=O)c1cccc(Nc2nc3ccccc3n3nnnc23)c1	.	.	7%	-7%	-10%	.	.	-12
Cc1ccccc1C(=O)Nc1c(C)[nH]c(=O)[nH]c1=O	-9%	3%	4%	7%	-21%	2%	-5	5
COc1ccc(C(=O)C[C@@H]2OC[C@H](C)N2S(=O)(=O)c2ccc(C)cc2)cc1OC	4%	-5%	20%	-3%	26%	16%	27	0
CCn1ccc(=N)cc1	2%	4%	8%	-2%	-16%	-7%	3	3
Cn1c(NCC2CCCCC2)nc2cc(-c3ccsc3)sc2c1=O	11%	-21%	20µM*	7%	3%	8%	-51*	4
NC(=O)CSc1nc2c(oc3ccccc32)c(=O)n1Cc1ccccc1	.	.	11%	-6%	-3%	.	.	-7
COc1cccc(CN2CCC(n3nccc3NC(=O)CCOc3ccccc3)CC2)c1	4%	-3%	18%	5%	14%	-4%	5	2
CCn1nc(C)c(CNCc2cn[nH]c2-c2cc3ccccc3o2)c1C	0%	2%	1%	-6%	22%	4%	-3	2
Brc1ccc(CSc2nnc(-c3ccco3)o2)cc1	5%	-3%	20%	-12%	.	1%	3	-6
COC(=O)c1ccccc1NC(=O)NCC1CCCO1 (stereo not given)	3%	1%[57.1 µM]	11%	20%	15%	5%	-19	4
COCCNc1nc2ccccc2nc1NS(=O)(=O)c1ccc(C)cc1C	2%	-6%	9%	29%	-13%	0%	13	1
Cc1cccc(C)c1OCCOC(=O)c1n[nH]c2ccccc12	2%	?	-12%[1.82 µM]	?	24%	11%	-9	13
COc1cccc2c1OC1(C)CC2NC(=O)N1c1cccc(C(=O)N2CCN(c3ccccn3)CC2)c1 (stereo not given)	0%	8%	5%	10%	6%	0%	0	6
CC(=O)Nc1ccc(S(=O)(=O)NCCSCc2c(Cl)cccc2Cl)cc1	5%	-6%	14%	24%	34%	9%	22	-15
CCC(C)(C(=O)NC1CCCCC1)N(Cc1ccco1)C(=O)c1ccccn1 (stereo not given)	-7%	18%	-5%	-7%	3%	3%	7	-1
CCCN(CC(=O)Nc1ccc(F)c(F)c1F)C(=O)CN1C(=O)NC2(CCCCC2)C1=O	-2%	12%	5%	4%	6%	7%	4	2
CC(=O)c1cccc(-c2ccc3c(c2)C(C)(Cc2ccccc2C#N)C(=O)N3)c1 (stereo not given)	7%	-28%	27%	-15%	42%	26%	10	-8
O=C(N/N=C/c1cccc(C(F)(F)F)c1)c1cc2c(s1)-c1ccccc1CC2	-2%	17%	-4%	9%	-12%	8%	6	1
COc1ccc(NC(=O)CCn2ccnc2)c(OC)c1	-6%	-5%	-12%	-9%	-6%	7%	-23	8
CCc1ccc(N2C(=O)CSC23C(=O)N(Cc2ccc(C)cc2)c2ccccc23)cc1 (stereo not given)	11%	.	12%	-6%	-7%	.	.	-16
O=C(COc1cccc2cccnc12)N/N=C1\SCC(=O)N1CCc1ccccc1	5%	-2%	12%[9.22 µM]	4%	6%	1%	4	3
O=C(C1=C(O)C(=O)N(CCCN2CCOCC2)C1c1ccccn1)c1cc2ccccc2o1 (stereo not given)	0%	15%	-3%	-10%	17%	1%	-23	5
CCOC(=O)N1CCN(C(=O)C(=O)Nc2sc3c(c2C#N)CC(C)(C)OC3)CC1	11%	3%	15%	1%	-2%	1%	16	1
Cc1cc(C(=O)N2C(C)CCCC2C)no1 (stereo not given)	7%	5%	-2%	-8%	-2%	4%	-9	1
COc1ccc(OCCCC(=O)Nc2ccc(N3CCOCC3)cc2)cc1	-1%	2%	5%	-9%	12%	2%	-11	0
O=C(CCC(=O)N(CC(=O)NC1CCCC1)Cc1ccccc1)Nc1nccs1	-1%	4%	-3%	-2%	-2%	-2%	0	-6
Cc1ccc(N2CC(C(=O)NCc3cccs3)CC2=O)cc1C (stereo not given)	0%	17%	-3%	-3%	43%	3%	3	2
CCc1ccc(C(=O)NN(C(=O)c2ccc(CC)cc2)C(C)(C)C)cc1	-4%	13%	-12%	-1%	.	-12%	2	-4
CCN(C(=O)C(C)N1C(=O)/C(=C/c2cccs2)SC1=S)C1CCS(=O)(=O)C1 (stereo not given)	5%	-16%	15%	5%	21%	2%	-8	-1
O=C(CN(CC1CCCO1)C(=O)CNS(=O)(=O)c1ccccc1)NCCc1ccccc1 (stereo not given)	-1%	4%	20%	-2%	9%	6%	-1	-1
Cc1cccc(NC(=O)C2CCCN2C(=O)Oc2ccccc2)c1C (stereo not given)	0%	10%	18%	-5%	1%	-5%	11	-1
C=CCNc1nc2c(c(=O)[nH]c(=O)n2C)n1Cc1cccc(C)c1	3%	14%	-3%	2%	-20%	-12%	-4	-4
CCOc1ccc(-c2[nH]ncc2-c2ccc(Cl)cc2)c(O)c1	-46%[inhibitor]	-10%	35µM*	-92%[inhibitor]	14%	13%	-15	-2
O=S(=O)(Nc1c(S(=O)(=O)c2ccccc2)c2nc3ccccc3nc2n1C1CCCCC1)c1ccccc1	1%	?	5%	-7%	.	-3%	-70*	6
Cc1ccc(C(=O)OCC(=O)N(C)C2CCS(=O)(=O)C2)cc1[N+](=O)[O-] (stereo not given)	3%	1%	8%	4%	-42%	7%	9	1

Compound profiles, from the list above:
CCN(CC)c1ccc(NC(=O)COc2ccc(N(C)S(=O)(=O)c3cccs3)cc2)cc1 reads aSyn rescue = 0%; EPAC2 antag = 10%; TDP-43 yeast inh = 10%; Abeta yeast res = 9%; FUS yeast rescue = 19%; EPAC2 agonist = 2%; D3 antag = -15; DRD3 agonist = 1
Cc1cccc(NC(=O)C2CCCN2C(=O)Oc2ccccc2)c1C (stereo not given) reads aSyn rescue = 0%; EPAC2 antag = 10%; TDP-43 yeast inh = 18%; Abeta yeast res = -5%; FUS yeast rescue = 1%; EPAC2 agonist = -5%; D3 antag = 11; DRD3 agonist = -1

Next compounds.
SMILES	aSyn rescue	EPAC2 antag	TDP-43 yeast inh	Abeta yeast res	FUS yeast rescue	EPAC2 agonist	D3 antag	DRD3 agonist
CS(=O)(=O)N(CC(=O)NCc1ccccc1Cl)Cc1ccccc1	4%	3%	11%	6%	9%	8%	?	-11
Cc1ccc(NC(=O)CSc2nc3ccccc3nc2N2CCOCC2)c(C)c1	2%	-3%	5%	-3%	-14%	-2%	10	8
COC(=O)c1sccc1NC(=O)C12CC3CC(CC(C3)C1)C2	?	-1%	23%	8%	20%	6%	-14	1
O=C(NCCN1CCN(c2ccccc2F)CC1)C1c2ccccc2C(=O)N2CCc3ccccc3C12 (stereo not given)	-4%	-2%	-8%	12%	16%	0%	-57*	-2
CCCC(c1nnnn1Cc1ccc(F)cc1)N1CCN(C2CCCCC2)CC1 (stereo not given)	-11%	5%	11%	10%[9.22 µM]	-23%	1%	-14	2
CCn1nc(C)cc1C(=O)Sc1ccc(Cl)cc1Cl	-13%	-5%	4%	-36%[inhibitor]	-8%	6%	-25	-23
Cc1ccc(C(=O)N=c2sccn2C)cc1S(=O)(=O)N1CCOCC1	-3%	6%	4%	-3%	9%	-5%	-7	-2
CN1CCN(Cc2oc(CO)cc(=O)c2O)CC1	0%	10%	5%	9%	7%	3%	7	1
N#Cc1cnc2nc1NCCCCCCC2	-8%	1%	13%	-10%	0%	-3%	-16	-6
C=CCSc1ccccc1C(=O)Nc1ncn[nH]1	0%	2%	-10%	-5%	0%	3%	-13	2
